# Bioassay records: PubChem, National Center for Advancing Translational Sciences (NCATS)
# KCNH2 WT inh: blocks the wildtype human KCNH2 potassium channel. U2OS, BacMam KCNH2, thallium flux FluxOr; active compounds read low. 0.37% of 340,000 active. AID 720551. Q12809. activity change, % at 1.84 µM;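 active = maximum activity change below -70%; inconclusive = maximum activity change between -70% and -50%; inactive = maximum activity change above -50%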; note: % is set by controls: 0 for no effect and ±100 for the full control effect
#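 U2OS cells transduced with wild-type KCNH2 virus are loaded with FluxOr dye for 45 min, and thallium flux is measured in kinetic reads before and after stimulation buffer. Rate constants are normalized to DMSO controls.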
# TSHR antagonist: blocks TSH signaling through the human TSH receptor | TSHR-expressing cells, TSH-stimulated cAMP HTRF, 2 h; active compounds read low | activity change, negative = inhibition, % at 11.5 µM | 0.2% of 330,000 active;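 active = activity change below a set negative limit, meaning inhibition stronger than a set level, cut at about -70% in these data; inconclusive = activity change between two set negative limits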; note: % is set by controls: 0 for no effect and ±100 for the full control effect
#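 Freshly harvested TSHR cells receive pin-tooled compound, then EC80 TSH at 4nM final. After 2 hours at 37 deg C, antibody in lysis buffer and cAMP-d2 are added; 30 minutes at ambient temperature precede the HTRF read.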
# TCR act: T cell receptor activation; primary human leukocytes, anti-CD3, IL-2 HTRF, 48 h; 330,000 tested, under 10 active; Potency, µM (series often up to 9.22 µM), for the others: top-dose activation of IL-2 secretion, hits mostly activators; note: % of control where 0% means no effect
#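 TCR engagement came from a-CD3 beads alone, with compounds added to primary human leukocytes for 48 hr. Secreted IL-2 bridged europium cryptate- and d2-labelled anti-IL-2 antibodies, giving FRET emission at 665nm after 320nm excitation.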
# MLL CXXC-DNA inh: inhibitors of human MLL CXXC domain-DNA interaction; 0.037% of 290,000 active; Potency, µM (titrated, usually from 115 µM), for inactives: at the highest dose activity change, negative = inhibition, hits mostly inhibitors; Q03164; MLL-CXXC / FITC-HOXA9 DNA fluorescence polarization; active = well fitted inhibition curve with a large enough effect in the polarisation, with a control signal flat, not every such curve was filed as active; inconclusive = small, poorly fitted or top-dose-only effect, or effect the other way, or a change in a side signal; inactive = no such curve, though single readings can be large or run the other way; the % refers to the polarisation; note: potency is the fitted concentration of half-maximal effect
#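 Fluorescence polarization: 7 uM MLL-CXXC (stock) preincubated 5 min with compounds, then 50 nM fluorescein-HOX-A9 DNA (stock) added; 30 min ambient. Buffer 50 mM Tris-HCl pH 7.5, 50 mM NaCl, 1 mM DTT, 0.05% BSA.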
# Tb PFK block: blocks T. brucei phosphofructokinase | O15648 | T. brucei PFK, ADP-Glo luminescence | Potency, µM (top dose mostly 57.5 µM), for inactives: at the highest dose activity, negative = inhibition, usual class: inhibitors | 0.17% of 330,000 active;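 note: potency is the fitted concentration of half-maximal effect; 0% = uninhibited 1x PFK enzyme wells and -100% = no-enzyme wells; nearly all actives have a fitted effect of over 60% in size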
#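 In TEA buffer at pH 8.0 with 5 mM MgCl2, enzyme (1.25 nM) converted F6P (0.5 mM) and ATP (0.1 mM) for 45 min at room temperature. ADP product was read by luciferase luminescence.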
# Coupling enz: counter-screen for Giardia aldolase inhibitors: coupling enzyme system | coupling enzyme system counterscreen, AmpLite Red fluorescence | 0.67% of 290,000 active | activity change, negative = inhibition, % at 58.2 µM, hits read low; in the data active = activity change below about -30%; note: % is set by controls: 0 for no effect and ±100 for the full control effect
#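 Fluorescence at 525 nm excitation and 598 nm emission measured inhibition of the coupled detection system without aldolase. Compounds (at 57.5 uM final) were preincubated 10 min at room temperature with coupling enzyme reagent before a 20 min substrate/AmpLite Red step.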
# Giardia kill: kills Giardia lamblia. Giardia lamblia trophozoite viability. activity change, % at 7.66 µM, hits read low. 0.15% of 340,000 active; in the data active = activity change below about -80%; inconclusive = between about -30% and that limit;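 note: parasites exposed to compound for two days anaerobically before the ATP read; % is set by controls: 0 for no effect and ±100 for the full control effect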
#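 Luminescent ATP signal served as the viability read-out, measured 15-30 min after adding ATP detection reagent to trophozoites that had been incubated with compounds for 48 hrs at 37 deg C anaerobically at 100 cells/well.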
# BCR signal inh: blocks chronic active B-cell receptor signaling. ABC-DLBCL IkBa-CBG/CBR reporter, luminescence ratio, 4 h. Potency, µM (titrated, usually from 46.1 µM), without a hit: at the highest dose ratio change, negative = lower green/red ratio, actives largely listed as inhibitors. 0.05% of 340,000 active. AID 493014; active = well fitted inhibition curve with a large enough effect in the signal ratio, with a control signal flat, not every such curve was filed as active; inconclusive = small, poorly fitted or top-dose-only effect, or effect the other way, or a change in a side signal; the % refers to the signal ratio;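 note: potency is the fitted concentration of half-maximal effect; plate controls were basal doxycycline-induced cells for no effect and cells given 10 µM MG132 for full effect; MG132 reads +100%, hits lower the ratio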
#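 Concentration-response series (up to 46 uM) were applied to TMD8 dual-reporter cells for 4 h at 37C with doxycycline. Green/red ratio, after filter-overlap correction, defined %Activity; red signal alone was normalised to basal cells and zero luminescence.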
# AT treatment: potential ataxia-telangiectasia treatments restoring KAP-1 phosphorylation | […] A-T fibroblasts, KAP-1 phosphorylation AlphaLISA; neocarzinostatin DNA damage 30 min before lysis | Potency, µM (titrated, usually from 57.5 µM), without a hit: at the top dose activation, usual class: activators | 0.19% of 320,000 active | AID 485349; note: potency is the fitted concentration of half-maximal effect; % of control where 0% means no effect; nearly all actives have a fitted effect of over 45% in size
#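 ATM-like activity read as KAP-1 phosphorylation via AlphaLISA donor/acceptor antibody pairs after lysis and 6 hr at 25C. Cells were ATM-null patient fibroblasts ([…], hTERT), dosed 60 min, then exposed to the DSB inducer NCS for 30 min.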
# GALK inhibitor: galactokinase (human) inhibition. P51570. Purified GALK, Kinase-Glo residual ATP luminescence. Potency, µM (doses to about 57.5 µM), without a hit: top-dose activity change, negative = inhibition, usual class: inhibitors. 0.007% of 270,000 active. AID 1868; note: potency is the fitted concentration of half-maximal effect; % is set by controls: 0 for no effect and ±100 for the full control effect
#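 Kinase-Glo Plus luminescence measured ATP left after a 1 h room-temperature reaction. The reaction used 5 nM GALK, 100 uM galactose and 35 uM ATP at pH 8.0 (20 mM HEPES, 5 mM MgCl2, 60 mM NaCl, 1 mM DTT, 0.01% BSA).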
# Active calls of the source: *; i = inactive; ? = inconclusive; / = not tested or not shown; & = joins results of further samples; [ ] = another dose, or the depositor's remark. Unless noted, calls come from the whole dose curve; as a rule, active = well fitted curve in the direction sought with a large enough effect; inconclusive = small, poorly fitted or top-dose-only effect, or another doubt; inactive = no such curve, though single readings can be large; an effect the other way counts as inactive or inconclusive.
Compound	Tb PFK block	Coupling enz	KCNH2 WT inh	GALK inhibitor	TCR act	AT treatment	MLL CXXC-DNA inh	TSHR antagonist	BCR signal inh	Giardia kill
Cn1c(=NC(=O)CN2C(=O)C3CC=CCC3C2=O)sc2ccccc21 (stereo not given)	3%	0	3&-6	6%	-8%&0%	7%	5%	-3	2%	7&3
CCOC(=O)CSc1nc(C)c2ccccc2n1	3%	2	-1	0%	-1%	-3%	3%	2	0%	-1
CC(C)Oc1ccc(C(=O)Nc2ccc(NC(=O)c3ccco3)c(Cl)c2)cc1	0%	/	3	0%	3%	-1%	-5%	-39	?	-8
COc1ccc(C(=O)Nc2ccnc(-c3cccnc3)n2)cc1	-4%	1	0	9%	-11%	3%	19%	1	0%	-16
C#CCNCCS(=O)(=O)N(Cc1ccc(Br)cc1)[C@@H](CC(C)C)C(=O)O	-4%	/	15	/	-4%[46.1 µM]	-8%	/	47	7%	-16
COc1cccc(F)c1C(C[N+](=O)[O-])c1c(N)n(C)c(=O)n(C)c1=O (stereo not given)	21%	-1	-1	-2%	2%	42%	-2%	-13	?	-21
CCCc1cc(C(=O)NCC(C)C)no1	4%	-14	-4	2%	-12%	25%	-6%	11	?	-1
COc1ccccc1NC1=NC(CO)(CO)CS1	0%	1	2	0%	-2%	-1%	3%	3	7%	-27
Cc1cc(C(=O)NCc2ccccc2Cl)c2ccccc2n1	1%	0	-32	-1%	-3%	25%	-9%	3	3%	8
CC(=O)Nc1cc(O)cc(O)c1	-2%	1	1	-1%	2%	-23%	4%	4	?	-11
C/C(=N/NC(=O)CCCOc1ccc(Cl)cc1Cl)c1ccc(C)o1	-8%	-1	-1	-3%	-4%[46.1 µM]	2%	-1%	-10	-2%	-6
CC(C)N(C(=O)COC(=O)c1ccccc1C(=O)N1CCN(c2ccc(F)cc2)CC1)C(C)C	1%	2	5	0%	-5%	-5%	-2%	1	0%	17
CCOc1ccc(C2=Nc3ccccc3C(c3ccc(N4CCOCC4)cc3)=NN2)cc1	1%	-5	17	3%	3%	0%	-7%	18	?	1
Cc1sc2ncn(CC(=O)N3CCN(c4ccccc4)CC3)c(=O)c2c1S(=O)(=O)N1CCOCC1	-5%	4	5	13%	-3%	-5%	8%	17	6%	-7
O=C(O)Cn1c(=O)c(F)cn(C2CCCO2)c1=O (stereo not given)	0%	-4	3	-1%	2%	4%	-2%	1	0%	-8
CCc1ccc(C(=O)NCC2COc3ccccc3O2)o1 (stereo not given)	4%	1	0	1%	-9%	5%	-6%	15	2%	27
COc1cccc(CNC(=O)Cn2ccc3cc(S(=O)(=O)N4CCCCCC4)ccc32)c1OC	4%	-1	-12	4%	3%	5%	8%	1	12%	21
COc1ccc(/C=C(/NC(=O)c2ccc(C)cc2)c2nc3ccccc3[nH]2)cc1OC	-4%	3	-2	6%	2%	-7%	38%[activator]	-13	-1%	21
CCN(CC)S(=O)(=O)c1ccc(NC2c3ccccc3C(=O)N2c2ccc(C)cn2)cc1 (stereo not given)	-4%	-3	-2	0%	-3%	3%	7%	-5	-5%	-18
COc1ccc(-n2c(Cc3cc(=O)[nH]c(=O)[nH]3)nnc2SCC(=O)N2CCC(C)CC2)cc1	2%	1	4	2%	-6%	10%	8%	9	5%	-11
CCOC(=O)Nc1cccc(Cl)c1C	-3%	0	1	-2%	0%	4%	-8%	-7	-13%	0
S=C(NC1CCCC1)N1CCN(c2ccc(Cl)cc2)CC1	-2%	10	i	0%	-3%	-4%	3%	-8	-1%	2
O=C1CC(C(=O)NCc2ccccc2)C2(CCCC2)O1 (stereo not given)	0%	0	-14	1%	-1%	-7%	0%	4	7%	5
Cc1ccc(C(=O)c2c(NC(=O)c3ccccc3)sc(C)c2C)cc1	-18%	-3	-4	-2%	5%	2%	2%	-40	1%	-14
CCOc1cc(/C=N/NC(=O)c2cccc(S(=O)(=O)N3CCOCC3)c2)ccc1OCC(=O)N(C)C	0%	/	3	/	1%	1%	/	4	1%	?
O=C1c2ccccc2C(=O)N1CCCCc1cn(C[C@H]2CC[C@@H]([C@@H]3CC[C@H](Cn4cc(CCCCN5C(=O)c6ccccc6C5=O)nn4)O3)O2)nn1	5%	/	/	/	-1%	-7%	/	-19	-7%	-11
O=C(OCC1OC(Oc2ccc(O)cc2)C(O)C(O)C1O)c1ccccc1 (stereo not given)	-4%	/	-3	/	-4%	12%	/	9	-1%	13
Oc1ccccc1/C=N/Nc1ccccc1	-3%	-1	13	0%	-8%[46.1 µM]	2%	4%	9	2%	-9
CCOc1ccc(Oc2nc(NCC(C)C)nc(OC)n2)nn1	-4%	3	2	-2%	-1%	9%	0%	10	-10%	-6
O=C(Nc1ccnn1C1CCN(Cc2ccccc2)CC1)c1ccccc1Cl	-4%	/	-26	-2%	0%	-1%	-2%	31	4%	29
Cc1ccc(CNn2cnnc2SCc2ccc(F)cc2)cc1	-2%	-2	4	0%	-3%[46.1 µM]	2%	1%	0	-12%	-16
O=C(NN=C1CCCCCC1)c1cn(-c2ccccc2)nc1-c1ccccc1	2%	1	5	1%	0%[46.1 µM]	6%	?	-15	?	14
CC(=O)N1CCCc2cc(S(=O)(=O)N3CCCC3)ccc21	1%	3	1	13%	6%	2%	1%	1	-11%	-2
NS(=O)(=O)c1ccc(NC(=S)NC2CC2)cc1	?	2	-1	-4%	-17%	14%	0%	11	1%	24
C=CCn1c(SCC(=O)Nc2cccc3ccccc23)nc(O)c(CC)c1=O	2%	1	-19	0%	/	0%	3%	-9	?	-4
CCN(CC(=O)NCCc1ccc(S(N)(=O)=O)cc1)Cc1ccccc1	3%	/	8	2%	-4%	2%	19%	-11	-1%	-7
Cn1c(/C=C/c2ccc(Br)cc2)nc2ccccc2c1=O	-8%	0	3	-4%	5%	9%	-5%	-6	?	?
O=C(Cn1ncc(Cl)c(Cl)c1=O)N1CCN(Cc2ccccc2)CC1	-2%	-2	-18	11%	3%	-23%	0%	-23	?	18
Cc1noc(C)c1NC(=O)Nc1cccc2c1O[C@H](CN(C)C(=O)NC(C)C)[C@@H](C)CN([C@H](C)CO)C2=O	0%	/	-6	/	-1%	5%	/	1	-1%	-12
CC1=C(C#N)C(Nc2cc(C)ccn2)(C(F)(F)F)C(=O)N1 (stereo not given)	-4%	0	-3	-2%	0%	10%	-12%	-1	4%	0
Cc1cccc(N(CC(=O)NC2CCCCC2)C(=O)CCCC(=O)Nc2ccccn2)c1C	0%	-1	5	10%	3%	8%	6%	0	9%	-12
COc1cc(C(=O)NCC(=O)NC(C)CCc2ccccc2)cc(OC)c1OC (stereo not given)	9%	/	-7	-7%	3%	-4%	56%[activator]	38	-2%	-7
O=C1CC(N(O)c2ccccc2)C(=O)N1Cc1ccccc1 (stereo not given)	-3%	4	-2	3%	-1%	4%	10%	9	8%	8
O=C(COC(=O)c1ccc(CO)cc1)Nc1ccc2ccccc2c1	13%	/	-3	/	1%	-5%	/	16	-1%	-11
O=C/C(=C\Nc1ccccn1)c1nc2cc(Cl)ccc2o1	1%	-1	0	0%	-3%[46.1 µM]	/	5%	2	8%	-12
CC(NC(=O)c1ccc(CS(C)(=O)=O)cc1)c1ccc(-c2ccccc2)cc1 (stereo not given)	-7%	-2	-6	0%	-5%	-7%	16%	-10	1%	-16
O=C(CSc1ccccc1)NCCSCc1ccccc1	1%	-2	5	0%	9%[46.1 µM]	6%	22%	0	0%	-2
COC(=O)CNC(c1ccccc1)c1cc(Cl)ccc1NC(=O)c1cccc(Cl)c1 (stereo not given)	0%	-1	1	2%	-2%[46.1 µM]	12%	8%	22	?	-7
CC(O)(C#CCN1CCCCCC1)c1ccccc1 (stereo not given)	0%	1	1	5%	0%	4%	-2%	-8	8%	-21
COc1ccc(-c2nnc(SCc3nc4ccccc4c(=O)[nH]3)o2)cc1	3%	1	2	-2%	-2%	10%	8%	-5	-12%	9
CNCCCC1c2ccccc2C=Cc2ccccc21	-4%	-1&-3	-1	-2%	9%	20%	-6%	6&13	?	-4

# Entries of single compounds, quoted from the list:
# `O=C(NN=C1CCCCCC1)c1cn(-c2ccccc2)nc1-c1ccccc1` across the screens: Tb PFK block: 2%; Coupling enz: 1; KCNH2 WT inh: 5; GALK inhibitor: 1%; TCR act: 0%[46.1 µM]; AT treatment: 6%; MLL CXXC-DNA inh: ?; TSHR antagonist: -15; BCR signal inh: ?; Giardia kill: 14
# `CCN(CC(=O)NCCc1ccc(S(N)(=O)=O)cc1)Cc1ccccc1` across the screens: Tb PFK block: 3%; Coupling enz: /; KCNH2 WT inh: 8; GALK inhibitor: 2%; TCR act: -4%; AT treatment: 2%; MLL CXXC-DNA inh: 19%; TSHR antagonist: -11; BCR signal inh: -1%; Giardia kill: -7
